# Compound activity as filed in PubChem BioAssay.
# KB-V1 cytotox: kills drug-selected multidrug resistant KB-V1 cells. 3.4% of 400,000 active. KB-V1 MDR cells viability, CellTiter-Glo, 72 h. Potency, µM (series often up to 46.1 µM), without a hit: at the highest dose activity change, negative = cytotoxicity, actives largely listed as cytotoxic; further: potency means the concentration at half of the fitted maximal effect; on the % scale 0 is the no-effect control and ±100 the full control effect; nearly all actives have a fitted effect of over 60% in size
#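 Drug-selected KB-V1 cells, grown in DMEM lacking phenol red with 10% FBS, receive compound titrations; after three days at 37 degrees C, surviving cell ATP is quantified by CellTiter-Glo luminescence and responses normalized and curve-fitted.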
# KB-3-1 tox: kills parental KB-3-1 adenocarcinoma cells; KB-3-1 viability, CellTiter-Glo ATP luminescence, 72 h; Potency, µM (top dose mostly 46.1 µM), for inactives: at the highest dose activity change, negative = cytotoxic, hits mostly cytotoxic; 1.4% of 400,000 active; further: potency means the concentration at half of the fitted maximal effect; on the % scale 0 is the no-effect control and ±100 the full control effect; nearly all actives have a fitted effect of over 60% in size
#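 Cells are dispensed, compounds pinned in, plates held at 37 °C for 72 h, then CellTiter-Glo is added and luminescence read after 10 minutes. Cell line: parental KB-3-1 in phenol-red-free DMEM, 10% FBS.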
# HT1080 IDH1KD tx: toxicity to HT-1080 IDH1 knockdown cells (counter line) | HT-1080 IDH1 knockdown viability, ATP luminescence, 48 h | Potency, µM (titrated, usually from 46.1 µM), for the others: at the top dose activity, negative = toxicity, usual class: cytotoxic | 2% of 360,000 active;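 further: potency means the concentration at half of the fitted maximal effect; 0% = DMSO wells and -100% = cell-free medium wells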
#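 Knockdown cells (IDH1KD HT-1080) received compounds 2 h after plating at 750 cells/well and were kept 48 h at 37 °C in 5% FBS RPMI. A CellTiter-Glo luminescence read gave % activity for curve fitting.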
# HT1080NT lethal: kills 2HG-producing HT-1080-NT fibrosarcoma cells; HT-1080-NT fibrosarcoma viability, CellTiter-Glo ATP luminescence, 48 h; Potency, µM (top dose mostly 46.1 µM), for the others: at the highest dose activity, negative = less viability, usual class: cytotoxic; 1.6% of 360,000 active;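 further: NT is the 2HG producing partner of a matched IDH1 knockdown line; potency means the concentration at half of the fitted maximal effect; 0% = DMSO-treated cells and -100% = media-only wells without cells; nearly all actives have a fitted effect of over 55% in size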
#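 Viability of the 2HG-overproducing fibrosarcoma line after 48 hours of compound exposure at 37 degrees C was determined by luminescence with CellTiter-Glo, and concentration-effect curves were then fitted and categorized.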
# IL1B secr inh: inflammasome signaling inhibition, IL-1 beta readout; THP-1 LPS/ATP IL-1B secretion, AlphaLISA, 16 h; active compounds read low; activity change, % at 57.5 µM; 4.7% of 360,000 active; AID 743279; in the data active means activity change below about -50%; inconclusive means mostly about -30% to -49%; further: on the % scale 0 is the no-effect control and ±100 the full control effect
#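 THP-1 cells pretreated 1 hr with compounds (up to 57.5 uM final), then stimulated with LPS (250 ng/mL final) plus ATP (1.25 mM final); secreted IL-1B measured by AlphaLISA after 16 hr, decreased signal indicating inhibition.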
# GLP1R cytotox: cytotoxicity counter-screen for GLP-1 receptor inverse agonists; Potency, µM (top dose mostly 38.3 µM), without a hit: at the highest dose activity change, negative = inhibition, most hits filed as inhibitors; HEK293 cAMP-luciferase reporter cells, luminescence, 24 h; 0.13% of 410,000 active;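 further: loss of luciferase light is scored as toxicity; potency means the concentration at half of the fitted maximal effect; on the % scale 0 is the no-effect control and ±100 the full control effect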
#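 Cells in DMEM/10% Nu serum/1% pen-strep, 1536-well format. Pre-incubated 12 h, dosed with 23 nL compound, incubated a further 24 h. Luciferase detection, 12 min at room temp, luminescence.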
# SW480 rereplic: induces DNA re-replication in SW480 colon adenocarcinoma cells. SW480 DNA re-replication, Hoechst DNA content imaging, 48 h. Potency, µM (highest dose often 46.1 µM), for the others: at the top dose re-replication activation, most hits filed as activators. 1.8% of 340,000 active. AID 624297; further: potency means the concentration at half of the fitted maximal effect; % of control where 0% means no effect; nearly all actives have a fitted effect of over 55% in size
#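 Image-based DNA-content assay: after two days of treatment, nuclei were labelled with the DNA dye Hoechst and imaged, and hits were compounds raising the count of nuclei showing high fluorescence intensity.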
# DRD3 agonist: activates the human D3 dopamine receptor; P35462; max activation, %; AID 652048; 0.58% of 410,000 active; D3R DiscoveRx beta-arrestin cells, luminescence, 90 min; in the data active means max activation above about 30%; further: 0% is about no effect; mostly tested at two doses, the higher about 12 µM
# Target sequence (P35462 whole entry, looked up): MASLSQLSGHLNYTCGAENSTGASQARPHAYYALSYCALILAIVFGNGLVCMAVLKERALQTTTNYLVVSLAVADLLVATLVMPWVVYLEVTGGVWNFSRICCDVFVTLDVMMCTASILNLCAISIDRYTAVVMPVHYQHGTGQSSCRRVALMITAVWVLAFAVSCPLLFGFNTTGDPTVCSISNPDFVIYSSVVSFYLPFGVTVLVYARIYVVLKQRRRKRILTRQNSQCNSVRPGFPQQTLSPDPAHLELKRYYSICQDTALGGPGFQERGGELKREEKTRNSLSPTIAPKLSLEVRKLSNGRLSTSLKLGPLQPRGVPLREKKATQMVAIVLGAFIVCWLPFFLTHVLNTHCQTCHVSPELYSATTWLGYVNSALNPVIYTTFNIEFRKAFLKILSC
#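 Agonist-mode cell screen: cells plated at 1500/well and incubated overnight at 37 °C, then exposed to library compounds for 90 min at 37 °C. Detection reagent was added for 30–60 min at room temperature, and luminescence was read.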
# MCF10A rerep: induces DNA re-replication in MCF 10a normal breast cells; Potency, µM (series often up to 46.1 µM), for the others: at the top dose activity, positive = re-replication, most hits filed as activators; MCF 10A DNA re-replication, Hoechst nuclear intensity, 48 h; 2.9% of 350,000 active; further: potency means the concentration at half of the fitted maximal effect; % of control where 0% means no effect; nearly all actives have a fitted effect of over 50% in size
# * = called active by the depositor; ? = inconclusive; nt = no result given; [ ] = another dose, or the depositor's remark. Unless noted, the call rests on the fitted dose curve; in most records, active means well fitted curve in the direction sought with a large enough effect; inconclusive means small, poorly fitted or top-dose-only effect, or another doubt; inactive means no such curve, though single readings can be large; an effect the other way counts as inactive or inconclusive.
SMILES,KB-V1 cytotox,KB-3-1 tox,HT1080 IDH1KD tx,HT1080NT lethal,IL1B secr inh,GLP1R cytotox,SW480 rereplic,DRD3 agonist,MCF10A rerep
Cc1nc2ccccc2c(=O)n1-c1cccc(NS(=O)(=O)c2ccccc2)c1,-9%,8%,3%,0%,-11,-14%,-1%,0,-7%
CCCCc1cc(=O)oc2cc(C)c3c(C)coc3c12,-8%,7%,nt,nt,nt,9%,nt,-10,nt
Cc1nnc(SCC(=O)NC2CCC(C)CC2)s1 (stereo not given),-11%,6%,0%,-1%,-4,-22%,-2%,-1,2%
Cc1ccc(C)c(NC(=O)C(OC(=O)c2cc[n+]([O-])cc2)c2ccccc2)c1 (stereo not given),1%,-1%,8%,8%,15,-2%,-3%,5,1%
COCC(C)NCC(=O)NC(C)CCc1ccccc1 (stereo not given),1%,7%,-1%,0%,9,3%,-3%,-12,3%
Cc1ccc(OCCn2cncn2)c([N+](=O)[O-])c1,-5%,2%,1%,-5%,-20,0%,1%,-3,-1%
Cc1c(CC(=O)N2CCC(C(N)=O)CC2)c(=O)oc2cc3c(cc12)CCC1(CCCCC1)O3,14%,0%,-1%,1%,-5,-6%,-15%,45*,-2%
COc1ccc2c(CN3CCN(c4ccc(Cl)c(Cl)c4)CC3)cc(=O)oc2c1,4%,0%,8%,11%,32,2%,nt,-11,nt
CCN1C(=O)/C(=C/c2cn(-c3ccccc3)nc2-c2cccnc2)SC1=S,4%,?,17%,21%,-4,-1%,3%,7,?
COc1ccc(OCCCC(=O)Nc2ncn[nH]2)cc1,10%,6%,3%,6%,20,4%,8%,0,11%
COCCCNC(=O)c1cn(Cc2c(F)cccc2Cl)nn1,1%,9%,2%,4%,24,-19%,0%,0,11%
O=c1c2[nH]c3ccccc3c2ncn1CCC1=CCCCC1,6%,-13%,17%,17%,49,7%,0%,-2,7%
CC1(C(=O)NS(=O)(=O)c2cccc(C#N)c2)CCN1C(=O)Cc1ccccc1Cl (stereo not given),-7%,7%,14%,4%,4,1%,nt,0,nt
FC(F)(F)c1ccc(/C=N/N2CCN(Cc3ccccc3)CC2)cc1,14%,-5%,-23%,-16%,-60*,6%,1%,-23,-3%
COCCCC1CCN(Cc2nc(Cc3ccccc3Cl)no2)CC1,2%,4%,1%,6%,17,-4%,4%,-3,-49%[inhibitor]
O=C(O)C1SCCN1S(=O)(=O)c1ccc(N=NN2CCOCC2)cc1 (stereo not given),-3%,0%,13%,14%,17,-3%,-27%,-7,-37%[inhibitor]
CC1CCN(C(=O)c2[nH]cnc2C(=O)NCC(=O)OCc2ccccc2)CC1,-11%,15%,11%,6%,18,-8%,-7%,14,4%
O=C(Nc1nc2ccc([N+](=O)[O-])cc2s1)c1c(F)cccc1F,-17%,0%,4%,2%,-20,-1%[0.307 µM],-2%,-7,1%
O=c1[nH][nH]c(C(F)(F)F)c1C=NCc1ccc(Cl)cc1,17%,0%,13%,12%,0,-18%,-4%,-3,4%
CS(=O)(=O)N1CCCCC1c1cc(C(=O)Nc2cccc3c2CCCC3)no1 (stereo not given),2%,0%,4%,15%,-6,6%,nt,-8,nt
COc1ccc(F)cc1CN1CCN(C(=O)CCC(=O)Nc2nnc(C3CCCCC3)s2)CC1,-28%,-5%,14%,14%,-28,-11%,?,-15,-1%
Cc1cccc(NC(=O)C(Cc2ccccc2)c2nn[nH]n2)c1C (stereo not given),0%,-1%,0%,4%,11,-6%,-2%,-4,2%
CCOc1ccc(NC(=O)CCC(=O)NNC(=O)c2ccc(Br)o2)cc1,3%,5%,-2%,0%,-2,9%,-6%,-24,-2%
CSCCC(c1nnnn1C1CCCC1)N1CCN(C/C=C/c2ccccc2)CC1 (stereo not given),14%,0%,-8%,-9%,0,-3%,nt,-18,nt
CN(Cc1ccccc1)C(=O)c1[nH]cnc1C(=O)NCCCCCNC(=O)OC(C)(C)C,-23%,-20%,-1%,-3%,-3,5%,3%,-41,1%

# Further records:
SMILES,KB-V1 cytotox,KB-3-1 tox,HT1080 IDH1KD tx,HT1080NT lethal,IL1B secr inh,GLP1R cytotox,SW480 rereplic,DRD3 agonist,MCF10A rerep
Cc1ccc(S(=O)(=O)N2C[C@@H](C)[C@]3(C2)[C@H](O)[C@H](OC(=O)NCc2ccccc2)C[C@H]2C(=O)N(c4ccccc4)C(=O)[C@H]23)cc1,30%,13%,-1%,-7%,?,-6%,nt,1,nt
Cc1ccc(Nc2c(-c3ccccn3)nc3cccc(C)n23)cc1,6.5µM*,5.2µM*,7.3µM*,12µM*,?,-36%,1%,-27,?
CC(=O)Nc1ccc(S(=O)(=O)N2CCN(CCCOc3cc(C)ccc3C)CC2)cc1,?,?,?,?,?,-9%,-2%,2,5%
CCCCNC(=O)C(NC(=O)c1cccc2ccccc12)C(=O)c1ccccc1 (stereo not given),10%,0%,-24%,18%,29,-5%,nt,-4,nt
CC(=O)Oc1ccc(C(=O)O)c(OC(C)=O)c1,?,3%,1%,17%,15,-2%,-8%,-3,-1%
O=C(CN1CCC(NC(=O)C2CC2)CC1)Nc1ccccc1[N+](=O)[O-],?,1%,5%,0%,-26,0%,-5%,0,4%
CCOc1cc(C(=O)N/N=C\c2cn(CC)nc2C)cc(OCC)c1OCC,12%,-1%,-15%,-19%,23,-18%,-3%,11,7%
Cc1cc(NC(=O)C(C)C)ncc1NC(=O)c1cccc(F)c1,-3%,-6%,15%,10%,-11,-10%,-1%,-1,1%
COc1cccc(CNc2nccs2)c1O,-1%,14%,10%,19%,4,17%,-3%,3,?
O=C(CN1CCOCC1)Nc1scc(-c2ccccc2)c1C(=O)N1CCOCC1,2%,6%,10%,8%,10,-9%,1%,2,0%
CC1=C(C(=O)OC(C)C)C(c2cccc([N+](=O)[O-])c2)n2c(cc(=O)[nH]c2=S)N1 (stereo not given),-30%,9%,26%,-1%,19,0%,-5%,-3,2%
O=C(Nc1ccc(Nc2ccncc2)cc1)c1ccc(Nc2ccnc3ccc([N+](=O)[O-])cc23)cc1[N+](=O)[O-],14%,13%,-3%,1%,18,0%,24%,5,3%
Cc1c(N(C)S(=O)(=O)c2cc(C(=O)Nc3ccccn3)ccc2Cl)c(=O)n(-c2ccccc2)n1C,-21%,5%,14%,0%,-1,-2%,-5%,-16,-2%
COc1ccc(C(=O)N2CCc3cc4c(cc3C2C)OCCCO4)cc1 (stereo not given),0%,0%,-6%,-1%,-2,-9%,2%,44*,-19%
Cc1cc(=O)[nH]c(Sc2c(-c3ccccc3)c3ccccc3[nH]c2=O)n1,5%,29%,15%,-4%,1,-5%,-20%,2,201%[0.0737 µM]
N#CCC(=O)Nc1ccc(C(=O)OCC(=O)Nc2sc3c(c2C#N)CCCC3)cc1,-4%,1%,1%,-8%,-26,-2%,0%,-7,2%
O=C(Nc1ccccc1Cl)c1cc[n+]([O-])cc1,-6%,-9%,4%,28%,-4,1%,-10%,2,-4%
NC(=O)c1cc([N+](=O)[O-])cc2c1C=Cc1ccccc1O2,-2%,9%,16%,4%,17,8%[0.307 µM],1%,2,-3%
Cc1ccc(-n2nnnc2CNC(=O)C(=O)c2c[nH]c3ccccc23)cc1C,-7%,-1%,8%,15%,20,-6%,nt,4,nt
C[C@@H]1CC[C@]2(C(=O)O[C@@H]3O[C@H](CO)[C@@H](O)[C@H](O)[C@H]3O)CC[C@]3(C)C(=CCC4[C@@]5(C)CC[C@H](O[C@@H]6OC[C@H](O)[C@H](O[C@@H]7O[C@H](CO)[C@@H](O)[C@H](O)[C@H]7O)[C@H]6O)C(C)(C)C5CC[C@]43C)C2[C@]1(C)O (stereo not given in full),-1%,8%,-1%,2%,9,2%,-6%,-23,0%

# Reformatted: entries from further up
Molecule	KB-V1 cytotox	KB-3-1 tox	HT1080 IDH1KD tx	HT1080NT lethal	IL1B secr inh	GLP1R cytotox	SW480 rereplic	DRD3 agonist	MCF10A rerep
Cc1ccc(S(=O)(=O)N2C[C@@H](C)[C@]3(C2)[C@H](O)[C@H](OC(=O)NCc2ccccc2)C[C@H]2C(=O)N(c4ccccc4)C(=O)[C@H]23)cc1	30%	13%	-1%	-7%	?	-6%	nt	1	nt
Cc1ccc(Nc2c(-c3ccccn3)nc3cccc(C)n23)cc1	6.5µM*	5.2µM*	7.3µM*	12µM*	?	-36%	1%	-27	?
CC(=O)Nc1ccc(S(=O)(=O)N2CCN(CCCOc3cc(C)ccc3C)CC2)cc1	?	?	?	?	?	-9%	-2%	2	5%
CCCCNC(=O)C(NC(=O)c1cccc2ccccc12)C(=O)c1ccccc1 (stereo not given)	10%	0%	-24%	18%	29	-5%	nt	-4	nt
CC(=O)Oc1ccc(C(=O)O)c(OC(C)=O)c1	?	3%	1%	17%	15	-2%	-8%	-3	-1%
O=C(CN1CCC(NC(=O)C2CC2)CC1)Nc1ccccc1[N+](=O)[O-]	?	1%	5%	0%	-26	0%	-5%	0	4%
CCOc1cc(C(=O)N/N=C\c2cn(CC)nc2C)cc(OCC)c1OCC	12%	-1%	-15%	-19%	23	-18%	-3%	11	7%
Cc1cc(NC(=O)C(C)C)ncc1NC(=O)c1cccc(F)c1	-3%	-6%	15%	10%	-11	-10%	-1%	-1	1%
COc1cccc(CNc2nccs2)c1O	-1%	14%	10%	19%	4	17%	-3%	3	?
O=C(CN1CCOCC1)Nc1scc(-c2ccccc2)c1C(=O)N1CCOCC1	2%	6%	10%	8%	10	-9%	1%	2	0%
CC1=C(C(=O)OC(C)C)C(c2cccc([N+](=O)[O-])c2)n2c(cc(=O)[nH]c2=S)N1 (stereo not given)	-30%	9%	26%	-1%	19	0%	-5%	-3	2%
